Screening results as filed in PubChem BioAssay.
APE1 inh: inhibitors of human APE1 endonuclease. recombinant APE1, TAMRA/BHQ-2 abasic DNA cleavage fluorescence. 350,000 compounds, 0.35% hits. P27695. Potency, µM (doses to about 65.8 µM), without a hit: at the highest dose activity change, negative = inhibition, actives largely listed as inhibitors;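 also: potency is read from the fitted curve at half-maximal effect; plate controls were vehicle for no effect and reference inhibitor for full effect; nearly all actives have a fitted effect of over 55% in size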
Target sequence (P27695 whole entry, looked up): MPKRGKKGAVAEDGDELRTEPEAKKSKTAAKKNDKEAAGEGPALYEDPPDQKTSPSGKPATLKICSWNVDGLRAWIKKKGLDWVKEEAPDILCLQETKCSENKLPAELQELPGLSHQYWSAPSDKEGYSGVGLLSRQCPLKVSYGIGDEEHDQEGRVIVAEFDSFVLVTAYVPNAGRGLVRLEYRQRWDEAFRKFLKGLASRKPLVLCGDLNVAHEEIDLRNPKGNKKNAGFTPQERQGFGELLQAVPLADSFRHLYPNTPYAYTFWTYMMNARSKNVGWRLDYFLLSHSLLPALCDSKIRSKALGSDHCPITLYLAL
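0.75 nM APE1 + cpd, 15 min RT; start w/ 50 nM TAMRA/BHQ-2 THF-abasic dsDNA; kinetic fluor 525/598 nm ×3 reads @60 s; Δ(read3−read1); normalized to DMSO and NSC13755 control wells.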
Pol beta inh: blocks human DNA polymerase beta activity; P06746; Pol beta primer extension/strand displacement, fluorescence kinetic; Potency, µM (top dose mostly 114 µM), for inactives: at the highest dose activity change, negative = inhibition, most hits filed as inhibitors; 340,000 compounds, 1.3% hits; also: potency is read from the fitted curve at half-maximal effect; % is scaled to controls: 0 for no effect and ±100 for the full control effect
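Kinetic readout of DNA synthesis with strand displacement by Pol beta. Compound and 10 nM enzyme sit 15 min at room temperature; 50 nM substrate starts the reaction, read immediately and at 10 min.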
BLM inh: blocks DNA unwinding by human BLM helicase | P54132 | recombinant BLM DNA unwinding, fluorescence dequenching | Potency, µM (highest dose often 56.1 µM), for inactives: top-dose activity change, negative = inhibition, most hits filed as inhibitors | 350,000 compounds, 0.2% hits | AID 2528;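 also: potency is read from the fitted curve at half-maximal effect; plate controls were vehicle for no effect and no enzyme for full effect; nearly all actives have a fitted effect of over 35% in size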
Anesthetic bind: binds horse apoferritin like a general anesthetic. P02791. apoferritin/1-aminoanthracene competitive binding, fluorescence. Potency, µM (highest dose often 77.5 µM), without a hit: at the top dose activity change, negative = displacement, most hits filed as inhibitors. 350,000 compounds, 0.074% hits. AID 485281; also: potency is read from the fitted curve at half-maximal effect; % is scaled to controls: 0 for no effect and ±100 for the full control effect; nearly all actives have a fitted effect of over 20% in size
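Concentration-response curves derived by four-parameter Hill fitting of normalized fluorescence, where compounds displaced 1-AMA from 10 uM horse apoferritin following a brief 10 min room-temperature incubation; propofol titration acted as positive control.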
LDHA block: inhibitors of human lactate dehydrogenase A | P00338 | purified LDHA, NADH/diaphorase-resazurin fluorescence; active compounds read low | activity change, % (values are at about 110 or 230 µM) | 480,000 compounds, 0.15% hits; in the data active = activity change below about -30%; inconclusive = mostly about -25% to -30%;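 also: plate controls were DMSO wells for no effect and wells without enzyme for full effect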
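Enzyme activity of human lactate dehydrogenase 5 (2 nM; 0.06 mM NADH, 0.2 mM pyruvate, 5 min, RT) is measured via a resazurin/diaphorase fluorescence readout of residual NADH.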
POLI inh: blocks human DNA polymerase iota activity. Q9UNA4. Pol iota fluorescent replication assay, 10 min. Potency, µM (series often up to 115 µM), for the others: at the highest dose activity, negative = inhibition, hits mostly inhibitors. 390,000 compounds, 1% hits; also: potency is read from the fitted curve at half-maximal effect
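Pol iota at 10 nM preincubated 15 min with compounds at room temperature; reaction started with fluorescent substrate, 50 nM final. Fluorescence read kinetically at 0 and 10 min; buffer-only wells as negative control.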
POLH inh: blocks human DNA polymerase eta activity. Q9Y253. recombinant Pol eta, fluorescent DNA replication assay. Potency, µM (top dose mostly 114 µM), for inactives: top-dose activity change, negative = inhibition, hits mostly inhibitors. 390,000 compounds, 1.2% hits; also: potency is read from the fitted curve at half-maximal effect; % is scaled to controls: 0 for no effect and ±100 for the full control effect
Target sequence (Q9Y253 whole entry, looked up): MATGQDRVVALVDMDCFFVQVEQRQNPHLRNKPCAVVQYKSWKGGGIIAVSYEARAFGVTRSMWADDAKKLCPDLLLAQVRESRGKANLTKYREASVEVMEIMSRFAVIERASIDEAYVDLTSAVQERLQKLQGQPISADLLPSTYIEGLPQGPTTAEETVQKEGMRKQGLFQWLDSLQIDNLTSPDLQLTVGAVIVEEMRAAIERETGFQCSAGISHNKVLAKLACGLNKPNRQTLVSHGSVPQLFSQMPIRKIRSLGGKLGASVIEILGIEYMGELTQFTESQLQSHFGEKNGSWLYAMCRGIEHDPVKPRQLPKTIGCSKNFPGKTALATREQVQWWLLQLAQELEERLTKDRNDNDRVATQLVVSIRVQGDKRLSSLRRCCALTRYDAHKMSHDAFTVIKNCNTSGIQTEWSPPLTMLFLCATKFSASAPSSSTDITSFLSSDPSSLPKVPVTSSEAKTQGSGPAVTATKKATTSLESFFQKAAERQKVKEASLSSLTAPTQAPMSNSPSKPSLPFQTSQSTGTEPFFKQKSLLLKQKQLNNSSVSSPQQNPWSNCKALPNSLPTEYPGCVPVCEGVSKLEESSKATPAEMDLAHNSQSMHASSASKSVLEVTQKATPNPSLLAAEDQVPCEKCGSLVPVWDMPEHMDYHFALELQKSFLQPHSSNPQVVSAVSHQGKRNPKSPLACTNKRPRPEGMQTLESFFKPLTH
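Fluorescent replication assay: 50 nM final substrate added after a 15 min room-temperature compound preincubation with 10 nM enzyme. Signal taken at 0 min and again at 10 min.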
Pol kappa inh: blocks human DNA polymerase kappa activity; Q9UBT6; purified Pol kappa, fluorescent DNA synthesis assay, 10 min; Potency, µM (titrated, usually from 107 µM), for inactives: top-dose activity, negative = inhibition, usual class: inhibitors; 400,000 compounds, 0.53% hits; AID 588579; also: potency is read from the fitted curve at half-maximal effect; % is scaled to controls: 0 for no effect and ±100 for the full control effect
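First, compounds were pin-transferred onto 10 nM Pol kappa. After 15 min at room temperature, substrate was added to 50 nM final. Fluorescence was then measured kinetically at 0 and 10 min.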
GRP78 ERSR act: induces the endoplasmic reticulum stress response in human glioma cells; AID 602332; Potency, µM, for inactives: at the top dose activation, most hits filed as activators; 420,000 compounds, 0.02% hits; U87-MG GRP78 promoter luciferase reporter, 16 h; also: potency is read from the fitted curve at half-maximal effect; series mostly up to about 76 µM; % of control where 0% means no effect; nearly all actives have a fitted effect of over 35% in size
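Stably transfected U87-MG human glioma cells carrying a GRP78-based luminescent sensor were seeded at 1000 cells/well, pin-dosed with compounds and incubated 16 h. Luciferase reagent was then added, and end-point luminescence was read after 10 min at room temperature.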
* = called active by the depositor; u = inconclusive; x = no result given; & = joins results of further samples; [ ] = another dose, or the depositor's remark. Unless noted, calls follow the shape of the dose curve; as a rule, active = well fitted curve in the direction sought with a large enough effect; inconclusive = small, poorly fitted or top-dose-only effect, or another doubt; inactive = no such curve, though single readings can be large; an effect the other way counts as inactive or inconclusive. Not all compounds are listed; count on the stated rates, not on these rows.

SMILES	APE1 inh	Pol beta inh	BLM inh	Anesthetic bind	LDHA block	POLI inh	POLH inh	Pol kappa inh	GRP78 ERSR act
COc1ccccc1CNC(=O)C1CCN(S(=O)(=O)c2cn(C)cn2)CC1	x	1%	1%	1%	-9	2%	-8%	-5%[60.1 µM]	-4%
COc1cccc(C2CC(C(F)(F)F)n3nc(C(=O)NCc4cccnc4)cc3N2)c1 (stereo unspecified)	-2%	3%	-6%	-12%	5	20%	-8%	-7%	-2%
O=C(OCC#CCSc1nnc(-c2cccc3ccccc23)o1)c1ccco1	46%&1%	11%	-7%	-12%	4	14%	-3%	-13%	-4%
CC[N+]1(CC)CC2CCC(C)(C1)C2(C)C (stereo unspecified)	8%	1%	-1%	-5%	u	1%	3%	-11%	-2%
CCc1nnc(NC(=O)Cc2cc(OC)c(OC)c(OC)c2)s1	0%	1%	-3%	-11%	-8	-14%	-7%	-8%	-3%
O=C(NC1CCCCCC1)C(=S)N1CCCC1	2%	1%	-2%	-23%	-2	24%	-4%	-4%	-5%
Cc1cccc2cc(CN(CC3CCCO3)C(=O)c3ccncc3)c(=O)[nH]c12 (stereo unspecified)	-1%	u	1%	2%	-6	3%	-4%	-12%	-1%
COc1cc2c(c(O)c1OC)C(=O)C(OC)CCC2 (stereo unspecified)	0%	27%	1%	-8%	-8	6%	-4%	-2%	-5%
Cc1c(C(=O)NCC2CCCO2)sc2nc(-c3ccccc3)cn12 (stereo unspecified)	-7%	0%	14%	-7%	0	10%	-15%	-7%	7%
COCCNC(=O)CCc1nnc(C2(c3ccc(Cl)cc3)CCC2)o1	3%	9%	-8%	0%	-1	12%	-19%	-4%	-4%
O=C(N1CCOCC1)N1CCN(S(=O)(=O)c2ccc(Cl)cc2)C1	62%[activator][12.4 µM]	1%	-2%	5%	-1	37%[activator]	-6%	3%	-4%
CCCCc1c(O)nc2n(c1=O)CCS2	13%	-1%	-5%	7%	1	-9%[58.9 µM]	-11%	-4%	-4%
C=C1CCN(C(CC(C)C)C(=O)NCc2ccc(OC)cc2)S(=O)(=O)c2ccccc21 (stereo unspecified)	-10%	x	-5%	-5%	x	-3%	x	-25%	-4%
CCCCNC(=O)CCCn1c(=O)c2ccccc2n(CC(=O)Nc2ccccc2OCC)c1=O	x	1%	1%	-1%	-2	5%	-10%	-10%	0%
CCCCCn1c(=O)c2ccccc2n2c(=S)[nH]nc12	51%	-26%	-4%	0%	-1	-9%	-11%	0%	0%
c1csc(-c2nc3ccccc3s2)c1	u	11%	1%	-4%	-4	-18%	4%	-7%	5%
COCCCNC(=O)c1cc2c(=O)n3cccc(C)c3nc2n(C(C)C)c1=N	18%	-21%	-2%	128%[activator]	-1	16%	-5%	-8%	-7%
O=C(CN1CCCC1)Nc1ccc(F)c(Cl)c1	6%	22%	-3%	-3%	-15	51%[activator]	-12%	-5%	-2%
CCOC(=O)C1CCCN(c2c(NCCN(C)Cc3ccccc3)c(=O)c2=O)C1 (stereo unspecified)	3%	28%	0%	-4%	-2	17%	-9%	-12%	-5%
O=C1OC(=O)c2c(Br)c(Br)c(Br)c(Br)c21	6%&1%	x	x	x	-5	-10%	2%	-17%	0%
COc1cccc2c1c(NC(=O)Nc1ccc(F)cc1F)nn2C	4%	-1%	-12%	3%	-3	21%	-20%	-1%	-3%
CSCCC(NC(=O)c1ccco1)C(=O)N1CC=C(c2ccccc2)CC1 (stereo unspecified)	2%	34%	-1%	-9%	-7	9%	-5%	-8%	-3%
COc1ccc(C(=C(CC(=O)O)C(=O)OC(C)(C)C)c2cc(OC)c(OC)c(OC)c2)cc1OC	x	x	x	x	4	-2%	-21%	-3%	-8%
Cc1ccc(NC(=O)C(CC(=O)O)C2CCCO2)c(C)c1 (stereo unspecified)	3%	22%	-6%	2%	-5	-6%	-1%	1%	-1%
O=C(Nc1ccccc1)c1ccc(=O)[nH]n1	6%	11%	-3%	9%	-9	8%	12%	-11%	-8%
Cc1cc(C)c2c(c1)N[C@H](c1cccs1)[C@@H]1CCO[C@H]21	0%	22%	-2%	-2%	-3	50%[activator]	-10%	3%	2%
C[C@H]1CCC[C@@]2(C)CCCC[C@]12O	9%	x	5%	50%[activator]	x	x	x	10%[60.1 µM]	1%
CC(C)C1Nc2ccc(C(=O)NCc3ccco3)cc2NC1=O (stereo unspecified)	19%	18%	-4%	-7%	-3	24%	0%	0%	0%
CCOc1ccc(NC(=O)CCC(=O)N2CCSc3ccccc32)cc1	-11%	1%&21%	-2%&-8%	-23%&-12%	2&-4	7%&14%	-8%&-7%	-8%&-8%	u
CCOC(=O)C1CCCN(S(=O)(=O)c2cc(Br)cc3c2N(C(=O)C2CC2)CC3)C1 (stereo unspecified)	11%	11%	-7%	7%	-2	6%	7%	-11%	-4%
COc1ccc(C(=O)N/C(=C/c2cccs2)C(=O)NN)cc1OC	13%	11%	-2%	7%	-3	4%	7%	-12%	0%
COc1ccc(C(CC(=O)N2CCN(C)CC2)NC(=O)C(F)(F)F)cc1 (stereo unspecified)	1%	85%	1%	4%	-2	39%[activator]	-21%	3%	-1%
COc1ccc(N2CCN(C(=O)CCN3C(=O)c4ccccc4S3(=O)=O)CC2)cc1	-1%	17%	-1%	-13%	6	-4%	-8%	0%	-4%
CN(C)C(=S)NC(=O)c1cccc(Cl)c1	4%	2%	-2%	-6%	-10	64%[activator]	4%	0%	-4%
CN(CC(=O)Nc1ccccc1Cl)CC(=O)c1c(N)n(Cc2ccccc2)c(=O)n(C)c1=O	8%	x	x	x	-3	0%	-12%	-9%	7%
O=C(NC1CCS(=O)(=O)C1)c1sc2ccccc2c1Cl (stereo unspecified)	-5%	-19%	1%	-14%	-1	95%[activator]	-14%	-1%	5%
CCc1ccc(OC(C)C(=O)N2CCC(c3nc4ccccc4o3)CC2)cc1 (stereo unspecified)	x	-13%	-5%	-4%	-17&1	14%	-13%	-20%	-4%
O=c1c(/C=N/N2CCOCC2)c(C(F)(F)F)[nH]n1-c1ccccc1	-7%	-10%	-8%	-11%	-1	-6%	4%	2%	-4%
COc1cc2oc3cc(C)oc(=O)c3c2cc1OC	1%	0%	-2%	1%	0	1%	-8%	-2%	-11%
Cc1[nH]c2c(Cl)cccc2c(=O)c1CN1CCCCCC1	14%	26%	1%	-13%	2	12%	-2%	5%	-1%
O=C(COC(=O)c1cc(S(=O)(=O)N2CCOCC2)ccc1O)NCc1ccc2c(c1)OCO2	48%[activator]	x	x	x	1	-4%	-16%	-1%	-3%
CCOC(=O)c1c(-c2ccc(OC)cc2)oc2ccc(OCc3ccc(C(=O)OC)cc3)cc12	x	5%	-6%	8%	-3	-6%	-17%	-1%	-5%
CS(=O)(=O)c1nc(S(=O)(=O)c2ccc(Cl)cc2)c(NCCN2CCOCC2)s1	-5%	7%	0%	-5%	-2	29%	u	-2%	-1%
CCc1cccc(CC)c1NC(=O)CN1CC(C)SC1=NC1CCCCC1 (stereo unspecified)	5%	3%	-2%	-7%	-4	10%	-6%	-12%	9%
Brc1ccc(-c2cnc3n2CCCC3)cc1	u	12%	3%	0%	-4	2%	-4%	-8%	7%
COCCCC1CCN(C(=O)C2CCC(=O)N(C3CCCC3)C2)CC1 (stereo unspecified)	-2%	66%	-1%	-5%	-6	16%	-1%	-12%	-4%
COCCn1c(=N)c(S(=O)(=O)c2ccc(Br)cc2)cc2c(=O)n3ccccc3nc21	-9%	0%	-3%	-3%	-2	5%	-13%	7%	-3%
CCOC(=O)NC(=S)Nc1ccc(C(C)(C)C)cc1	-4%	0%	-8%	0%	-8	52%[activator]	-10%	-8%	8%
COc1ccc(/C=N/NC(=O)c2nc(-c3ccccc3)n(-c3ccccc3)n2)c(O)c1	0%	-11%	-5%	4%	0	-13%	-12%	-13%	-2%

Eleven of these compounds in a different format:
Second line of a record: APE1 inh, Pol beta inh, BLM inh, Anesthetic bind, LDHA block, POLI inh, POLH inh, Pol kappa inh, GRP78 ERSR act
COc1cc2oc3cc(C)oc(=O)c3c2cc1OC
 : 1%, 0%, -2%, 1%, 0, 1%, -8%, -2%, -11%
Cc1[nH]c2c(Cl)cccc2c(=O)c1CN1CCCCCC1
 : 14%, 26%, 1%, -13%, 2, 12%, -2%, 5%, -1%
O=C(COC(=O)c1cc(S(=O)(=O)N2CCOCC2)ccc1O)NCc1ccc2c(c1)OCO2
 : 48%[activator], x, x, x, 1, -4%, -16%, -1%, -3%
CCOC(=O)c1c(-c2ccc(OC)cc2)oc2ccc(OCc3ccc(C(=O)OC)cc3)cc12
 : x, 5%, -6%, 8%, -3, -6%, -17%, -1%, -5%
CS(=O)(=O)c1nc(S(=O)(=O)c2ccc(Cl)cc2)c(NCCN2CCOCC2)s1
 : -5%, 7%, 0%, -5%, -2, 29%, u, -2%, -1%
CCc1cccc(CC)c1NC(=O)CN1CC(C)SC1=NC1CCCCC1 (stereo unspecified)
 : 5%, 3%, -2%, -7%, -4, 10%, -6%, -12%, 9%
Brc1ccc(-c2cnc3n2CCCC3)cc1
 : u, 12%, 3%, 0%, -4, 2%, -4%, -8%, 7%
COCCCC1CCN(C(=O)C2CCC(=O)N(C3CCCC3)C2)CC1 (stereo unspecified)
 : -2%, 66%, -1%, -5%, -6, 16%, -1%, -12%, -4%
COCCn1c(=N)c(S(=O)(=O)c2ccc(Br)cc2)cc2c(=O)n3ccccc3nc21
 : -9%, 0%, -3%, -3%, -2, 5%, -13%, 7%, -3%
CCOC(=O)NC(=S)Nc1ccc(C(C)(C)C)cc1
 : -4%, 0%, -8%, 0%, -8, 52%[activator], -10%, -8%, 8%
COc1ccc(/C=N/NC(=O)c2nc(-c3ccccc3)n(-c3ccccc3)n2)c(O)c1
 : 0%, -11%, -5%, 4%, 0, -13%, -12%, -13%, -2%
